# NPY-Y1 PAM-ag = human NPY-Y1 potentiation or agonism, primary screen; actives 0.37% (n = 220,000); AID 1304; activation, % at 3.6 µM; P25929; NPY-Y1 expressing cells, potentiator/agonist activation; in the data active = activation above about 33%, passing the limit was not always enough;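 note: cells stimulated with NPY at EC10 then isoproterenol at EC100; 0% = low agonist plus stimulus and 100% = saturating agonist plus stimulus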
# Target sequence (P25929 whole entry, looked up): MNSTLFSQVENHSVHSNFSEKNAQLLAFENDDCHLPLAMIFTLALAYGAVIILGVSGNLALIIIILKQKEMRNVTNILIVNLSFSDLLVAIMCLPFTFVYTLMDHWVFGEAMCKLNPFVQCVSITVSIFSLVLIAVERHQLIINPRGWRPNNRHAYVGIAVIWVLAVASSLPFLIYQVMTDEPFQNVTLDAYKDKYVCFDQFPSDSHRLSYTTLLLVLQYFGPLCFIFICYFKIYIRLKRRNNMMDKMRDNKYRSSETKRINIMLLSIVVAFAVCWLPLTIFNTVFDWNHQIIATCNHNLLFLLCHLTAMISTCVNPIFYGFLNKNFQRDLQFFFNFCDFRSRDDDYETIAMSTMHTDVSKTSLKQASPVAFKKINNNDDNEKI
# Runt-SMMHC FRET = inhibitors of human RUNX1 Runt domain binding to CBFb-SMMHC. Q01196+Q13951. Cerulean-Runt/Venus-CBFb-SMMHC FRET ratio 530/480, 1 h. inhibition, % at 20 µM. actives 0.74% (n = 220,000). AID 1434;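 active = mean inhibition across duplicate retests at 20 µM reaching about 50%, limit read from the data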;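 note: 0% = DMSO wells and 100% = wells with excess untagged CBFb-SMMHC; inhibitors lower the FRET ratio by blocking Runt binding to CBFb-SMMHC; some results filed as inactive read as strong as hits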
# Target sequence (Q01196 whole entry, looked up, the tested form may be a part): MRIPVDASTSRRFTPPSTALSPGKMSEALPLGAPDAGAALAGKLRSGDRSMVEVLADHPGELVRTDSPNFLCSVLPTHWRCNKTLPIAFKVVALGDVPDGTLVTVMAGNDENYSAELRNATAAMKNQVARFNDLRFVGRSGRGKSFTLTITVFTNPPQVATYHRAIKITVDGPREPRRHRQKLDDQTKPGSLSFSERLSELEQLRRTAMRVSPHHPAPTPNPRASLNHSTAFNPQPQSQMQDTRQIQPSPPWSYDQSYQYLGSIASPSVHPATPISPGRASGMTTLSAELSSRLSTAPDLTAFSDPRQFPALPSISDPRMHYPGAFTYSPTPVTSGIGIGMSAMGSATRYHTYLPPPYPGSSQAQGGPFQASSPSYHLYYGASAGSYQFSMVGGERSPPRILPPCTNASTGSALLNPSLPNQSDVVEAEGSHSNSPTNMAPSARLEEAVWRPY
# Target sequence (Q13951 whole entry, looked up, the tested form may be a part): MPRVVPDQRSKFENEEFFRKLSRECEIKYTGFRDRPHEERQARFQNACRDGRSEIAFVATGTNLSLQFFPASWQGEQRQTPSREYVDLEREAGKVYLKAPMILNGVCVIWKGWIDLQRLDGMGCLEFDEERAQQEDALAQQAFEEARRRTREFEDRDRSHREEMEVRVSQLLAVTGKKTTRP
# p97 inhibitor = blocks human p97 ATPase activity; actives 0.42% (n = 220,000); recombinant p97 ATPase, Kinase-Glo ATP luminescence, 3 h; AID 1481; inhibition, % at 8 µM; P55072; in the data active = inhibition above about 15%;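 note: 0% = DMSO vehicle and 100% = wells lacking enzyme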
# Hck Nef HTS = inhibitors of human Hck kinase activated by Nef | P08631 | Recombinant Hck-YEEI plus Nef, Z-Lyte FRET kinase assay | inhibition, % at 20 µM | actives 0.68% (n = 220,000) | AID 463187;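 active = Hck-Nef kinase inhibition above about 50%, limit read from the data; inactive = inhibition below that limit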;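 note: 0% = DMSO with Hck plus Nef and 100% = Hck alone without Nef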
# NPY2 pot ag = potentiates or activates human NPY-Y2 receptor. actives 0.45% (n = 220,000). P49146. AID 1359. cells expressing NPY-Y2, potentiator/agonist read-out. activation, % at 3.6 µM; in the data active = activation above about 27%;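 note: cells stimulated with NPY near EC25 plus isoproterenol at EC100; 0% = vehicle plus submaximal agonist and 100% = vehicle plus saturating agonist; some results beyond the cut were filed as inactive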
# NPY-Y1 antag = antagonists of human neuropeptide Y receptor Y1; P25929; HEK293-CNG Y1 cells, membrane potential fluorescence; NPY at EC95, then isoproterenol; inhibition, % at 3.6 µM; actives 1% (n = 200,000); AID 1040;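 active = inhibition above the campaign mean inhibition of all tested compounds plus 3 SD, cut at about 20% in these data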;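 note: 0% = DMSO wells given NPY plus isoproterenol and 100% = isoproterenol alone without NPY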
#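 Material: Y1- and CNG-channel-expressing HEK293 cells / Probe or stimulus: NPY 25 nM then isoproterenol 1 µM plus Ro 20-1724 25 µM / Doses: 3.6 µM single dose, DMSO 0.4% / Schedule: compound incubation 1 h at room temperature, readout 45 min post-stimulation / Signal: membrane potential fluorescence / Benchmarks: isoproterenol-only wells as full block versus NPY-plus-isoproterenol wells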
# Runt-CBFb FRET = inhibitors of human RUNX1 Runt domain binding to CBFb. inhibition, % at 20 µM. Q01196+Q13951. Cerulean-Runt/Venus-CBFb FRET ratio 530/480, 1 h. actives 0.46% (n = 220,000);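 active = inhibition over about 50% at 20 µM in the single-dose screen, limit read from the data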;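 note: 0% = DMSO wells and 100% = excess unlabeled CBFb competitor control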
#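 System: Cerulean-labeled Runt domain protein | Quantity: 100 nM of each labeled protein | Schedule: 1 h compound exposure, room temperature | Detection: Fluorescence energy transfer, 422 nm excitation, 530/480 nm emission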
# MDM2 E3 inh = Mdm2 E3 ligase (human) inhibition; signal enhancement, % at 5 µM; Q00987; actives 0.11% (n = 210,000); cell-based MDM2 ubiquitination luciferase reporter, 2 h; 0 = plate control, 100 = twice control, blank-subtracted;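 active = signal enhancement of 30% or more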;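 note: luminescence tracks abundance of the self-degrading MDM2-luciferase fusion protein; higher signal means inhibition of MDM2 E3 ligase activity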
#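 Buffer or medium: Cells held in DMEM | Assay system: Stable mammalian line carrying autodegrading MDM2–luciferase fusion reporter | Quantity: 2000 cells/well | Times: 4 h settle plus 2 h compound, 37 °C | Doses: One concentration, 5 µM, with 0.2% DMSO | Technique: Luminescence with SteadyLite reagent, 15 min at room temperature | Benchmarks: Plate controls and plate blanks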
# RBBP9 inh = human RBBP9 hydrolase inhibition; O75884; recombinant RBBP9, FP-Rh probe fluorescence polarization; inhibition, % at 7.94 µM; actives 0.2% (n = 220,000);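 active = inhibition above the campaign mean of all tested compounds plus 3 SD, cut at about 14% in these data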;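 note: plate controls were DMSO wells with RBBP9 for no effect and wells lacking RBBP9 protein for full effect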
#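 System: RBBP9 protein / Quantity: 2.5 µM RBBP9 dispensing solution, before mixing / Also added: Serine-hydrolase probe FP-Rh, 375 nM pre-mixing / Dosing: 7.94 µM single dose, 0.794% DMSO / Timing: enzyme-compound preincubation 30 min, then probe labeling 45 min, 25 °C / Signal: FP readout at 525/598 nm / Controls: DMSO-treated enzyme wells and wells lacking RBBP9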
# An asterisk follows results filed as active; / = no result given.
no.	SMILES	NPY-Y1 PAM-ag	Runt-SMMHC FRET	p97 inhibitor	Hck Nef HTS	NPY2 pot ag	NPY-Y1 antag	Runt-CBFb FRET	MDM2 E3 inh	RBBP9 inh
1	CC1(C)NC(=O)N(CNc2cc(Cl)ccc2Cl)C1=O	-35.5	-4.2	0.4	0.6	-3.2	7.2	0.5	6.6	6.0
2	CC(C)(C)c1ccc(/C=C/C(=O)N2CCc3ccccc3C2)cc1	-46.6	-1.5	-5.9	0.1	-36.0	8.0	/	-2.4	-9.2
3	CC1(C)CC(C#N)(N2CCOCC2)CCO1 (configuration not stated)	-12.0	-0.4	1.9	7.7	11.3	1.5	0.1	2.4	-10.2
4	CCCOC(=O)c1ccc(NC(=O)c2nc3nc(C)cc(C)n3n2)cc1	15.5	-7.7	0.9	5.2	-21.5	-3.0	1.1	0.8	1.8
5	Cc1c(C(=O)OCC(=O)c2c(N)n(CC(C)C)c(=O)n(C)c2=O)oc2ccccc12	11.4	4.7	-0.1	3.3	-6.0	2.9	-4.2	-9.5	-21.8
6	COC(=O)/C(=C\c1c[nH]c2ccccc12)NC(C)=O	20.9	-6.4	5.3	0.4	-2.2	0.7	-2.1	-13.1	0.3
7	Cn1c(N)c(C(=O)COC(=O)C(Cc2ccccc2)NC(=O)c2ccccc2)c(=O)n(C)c1=O (configuration not stated)	-2.6	-1.1	5.0	26.0	6.1	-1.8	-3.0	15.3	3.4
8	CC(=O)O/N=C1\C(=O)N(Cc2ccc(C)cc2)c2ccccc21	6.8	-2.6	-3.1	23.4	-9.3	0.6	-0.5	-7.1	-30.9
9	COc1ccc(CCNC(=O)C2CC3Cn4c(nc5cc(C)c(C)cc54)C3N2C)cc1 (configuration not stated)	/	-0.8	/	25.8	/	/	1.9	13.0	/
10	COCCCNc1nc(-c2ccncc2)nc2ccccc12	2.4	-20.3	-4.8	4.1	15.9	-5.6	0.6	-13.9	-0.6
11	Cc1cccc2cc(CN(Cc3ccc(F)cc3)C(=O)C(F)(F)F)c3nnnn3c12	-7.2	4.5	1.6	16.0	2.6	4.9	0.3	/	-7.2
12	Cc1nc(-c2ccccc2)cn(O)c1=O	-5.2	-25.7	6.6	20.2	0.4	2.4	4.0	-2.6	-5.5
13	COc1ccccc1NC(=O)N(C1CCCC1)C1CCN(C(C)=O)CC1	-8.5	2.1	0.8	7.9	-15.8	0.0	1.8	-23.0	3.0
14	CCOCc1nnc(NC(C)=O)s1	6.2	-1.4	6.0	2.0	1.4	-2.9	2.0	-12.4	2.1
15	CC(=O)Nc1ccc(OC(=O)C(CCS(C)(=O)=O)N2C(=O)c3ccccc3C2=O)cc1 (configuration not stated)	-6.2	-25.1	2.9	5.7	9.0	4.7	-6.4	-12.6	5.0
16	O=C(O)C1CC(=O)N(Cc2cccs2)C1 (configuration not stated)	-16.5	-3.8	-2.2	-0.5	-12.0	-2.1	-1.8	-18.5	-6.3
17	COc1ccc(S(=O)(=O)N2C(=O)/C(=C3\SC(N)=NC3=O)c3ccccc32)cc1	15.2	-5.6	5.8	13.8	10.3	/	-6.5	-8.9	-3.1
18	Cc1ccc(-c2nc(C#N)c(NCCc3ccccn3)o2)cc1	-1.6	-3.1	-1.7	0.3	-7.1	0.6	0.9	-0.1	-7.7
19	C=CCN=c1scc(-c2ccccc2)n1/N=C/c1ccccn1	17.6	-14.9	-2.1	2.8	10.9	3.1	-6.7	-0.5	0.6
20	O=c1[nH]cnc2c1nc(SCc1ccccc1)n2C1OC(CO)C(O)C1O (configuration not stated)	-4.1	0.7	3.3	0.9	2.2	-5.2	-0.4	-7.7	0.5
21	Cc1ccc(-n2nnc(-c3cccnc3Cl)n2)cc1	6.4	-4.3	5.9	-3.1	-5.2	1.2	-2.1	/	-3.2
22	NC(=O)c1sc2nc3c(c(-c4ccco4)c2c1N)CCCC3	14.9	-23.3	9.0	1.1	-3.4	/	7.8	/	-1.9
23	CC(C)Cc1nc2oc3c(NCC(C)O)ncnc3c2c2c1CCCC2 (configuration not stated)	-5.7	-6.3	-7.5	17.8	23.1	/	-1.5	0.1	-5.0
24	Cc1cccc(C(=O)Nc2cccc(-c3cnc4ccccc4n3)c2)c1	-4.9	-0.7	-3.1	0.9	-9.0	-3.5	-5.0	-10.3	-2.0
25	CCCOc1cc(C)c(S(=O)(=O)n2nnc3ccccc32)cc1C	14.9	-3.7	1.7	5.0	-13.3	12.5	0.3	-16.2	-12.4
26	S=C1NC2(CCCCCC2)N=C1c1ccccc1	-3.3	2.6	-1.9	-0.5	1.5	5.8	-0.2	-0.2	-3.0
27	CCn1c(-c2cc(-c3cccc(OC)c3)nc3ccccc23)n[nH]c1=S	-38.5	6.1	0.7	-1.1	-17.5	8.6	10.7	-8.7	-0.8
28	Oc1oc(-c2ccccc2)nc1C=Nc1cccc2ccccc12	-24.9	8.6	2.3	-0.1	-5.4	9.8	1.4	-10.5	-11.4
29	CCC(C)NS(=O)(=O)c1ccc(N)cc1 (configuration not stated)	-3.7	0.6	-2.2	-15.7	-8.2	-0.3	-1.8	-12.1	-4.2
30	COC(=O)c1ccc(Cl)c(-c2ccc(/C=N/NC(=O)Nc3ccccc3)o2)c1	11.9	-1.1	-2.0	2.4	10.0	-0.2	-2.2	-17.1	-5.1
31	CCN(CC)S(=O)(=O)c1cccc(-c2cn3cccnc3n2)c1	4.1	-1.4	5.9	15.4	3.8	/	2.3	-14.4	0.5
32	CCn1c2ccccc2c2nnc(SCC(=O)c3ccccc3)nc21	-11.8	1.7	3.8	9.0	14.3	-1.7	-0.6	9.7	-6.8

# Full records, looked up by structure:
# CCN(CC)S(=O)(=O)c1cccc(-c2cn3cccnc3n2)c1 reads NPY-Y1 PAM-ag: 4.1; Runt-SMMHC FRET: -1.4; p97 inhibitor: 5.9; Hck Nef HTS: 15.4; NPY2 pot ag: 3.8; NPY-Y1 antag: /; Runt-CBFb FRET: 2.3; MDM2 E3 inh: -14.4; RBBP9 inh: 0.5
# CCCOc1cc(C)c(S(=O)(=O)n2nnc3ccccc32)cc1C reads NPY-Y1 PAM-ag: 14.9; Runt-SMMHC FRET: -3.7; p97 inhibitor: 1.7; Hck Nef HTS: 5.0; NPY2 pot ag: -13.3; NPY-Y1 antag: 12.5; Runt-CBFb FRET: 0.3; MDM2 E3 inh: -16.2; RBBP9 inh: -12.4

# (continued)
no.	SMILES	NPY-Y1 PAM-ag	Runt-SMMHC FRET	p97 inhibitor	Hck Nef HTS	NPY2 pot ag	NPY-Y1 antag	Runt-CBFb FRET	MDM2 E3 inh	RBBP9 inh
33	CC(C)(C)c1ccc(OCCON2C(=O)CCC2=O)c(Cl)c1	-5.6	-3.4	2.5	1.8	4.1	-8.6	-1.8	-17.0	-1.6
34	COc1ccc(C2CC(C(F)(F)F)n3nc(CO)c(Cl)c3N2)cc1OC (configuration not stated)	-2.4	-3.0	1.5	0.5	4.9	-3.3	-2.8	1.9	1.3
35	O=C(c1ccoc1)N1CCC2(CC1)Oc1ccc(Cl)cc1C(=O)C21CC(c2cccnc2)=NO1 (configuration not stated)	/	2.2	/	28.9	/	/	-3.6	1.8	/
36	COc1cccc(C2C(C(C)=O)=C(O)C(=O)N2CCNCCO)c1 (configuration not stated)	-3.2	/	4.9	3.6	-12.1	-6.7	/	5.0	4.3
37	C#CCOCCOCCOCCNc1nc(N2CCN(C(=O)[C@H](Cc3ccc(O)cc3)n3cc([C@@H](N)C(C)CC)nn3)CC2)nc(N2CCN(C(=O)[C@H](Cc3cc4ccccc4[nH]3)n3cc([C@@H](N)CC(C)C)nn3)CC2)n1 (some centres not stated)	7.6	17.6	22.0*	-8.9	0.0	-4.2	1.6	/	2.9
38	O=C(CSCC(=O)Nc1nc(-c2ccc3c(c2)OCO3)cs1)Nc1nccs1	3.0	-1.7	-5.0	2.4	11.5	-8.5	0.6	-8.6	-9.8
39	CC(C)C(=O)Nc1cccc(C(=O)Nc2nncs2)c1	-14.9	4.5	1.0	2.0	-7.7	-5.4	-1.2	-9.7	-3.2
40	OCC1CCCN(C(=S)Nc2ccc(OC(F)F)cc2)C1 (configuration not stated)	-0.1	4.9	3.5	-1.7	-9.2	-2.8	1.8	-16.2	-4.0
41	O=C(/C=N/O)Nc1ccc(F)cc1	19.2	-0.4	2.3	-0.2	-5.7	-4.4	0.8	-10.3	-4.7
42	CC(=O)c1ccc(C(C)(C)c2ccc(C(C)=O)s2)s1	-19.1	-1.9	-12.2	-1.7	-11.5	6.1	-2.1	-9.9	-5.8
43	CC(C)Cc1nnc(NC(=O)CCC(=O)N2CCOCC2)s1	-18.6	4.2	-1.6	-3.9	-13.0	2.1	0.5	-8.5	0.2
44	CCCCNC(=O)Cn1nc([N+](=O)[O-])c([N+](=O)[O-])c1C	-5.7	-0.1	6.2	0.8	-5.6	-0.9	-0.2	-3.4	-8.2
45	CC(CNS(=O)(=O)c1ccc(Br)cc1)CN(C)C (configuration not stated)	-2.1	-0.4	2.1	-7.5	4.6	/	0.2	-5.2	-9.2
46	CCNC(=O)C/C(C)=N/NC(=O)C12CC3CC(CC(C3)C1)C2	-4.4	-8.4	-1.5	0.0	-12.8	2.1	-1.5	-15.7	-2.9
47	NS(=O)(=O)c1cc(C(=O)OCC(=O)Nc2ccccc2[N+](=O)[O-])ccc1Cl	6.8	-2.6	-5.3	-14.5	2.0	-1.3	2.8	-28.9	-3.9
48	COc1ccc(-c2cc(C(F)(F)F)nc(S(C)(=O)=O)n2)cc1	-2.4	11.3	0.9	2.2	-12.1	2.6	6.8	-7.0	-7.5
49	Cc1cccc(-c2cc3c(nn2)-c2ccccc2C3=O)c1	2.0	3.2	-7.3	1.0	-6.8	1.4	-1.1	-36.2	-8.8
50	Cc1nc(-c2cn[nH]c2-c2ccc(O)cc2O)cs1	-9.4	-0.5	-3.7	-0.4	-1.3	-1.8	-2.5	-9.1	-11.4
51	CC1CN(S(=O)(=O)c2cccc(C(=O)OCC(=O)Nc3ccc4c(c3)OCO4)c2)CC(C)O1 (configuration not stated)	4.6	-1.1	4.2	2.3	4.7	2.9	4.2	/	3.6
52	CC(O)CNCCCOc1ccc(Cl)cc1C(C)(C)C (configuration not stated)	-16.0	0.6	-2.7	11.5	-21.3	5.5	-1.5	-2.4	-9.7
53	COc1ccc(CCNC(=O)CC2Nc3cc(C)c(C)cc3NC2=O)cc1OC (configuration not stated)	-1.3	1.9	-1.5	6.6	-4.1	5.0	1.2	-10.7	-1.5

# From PubChem BioAssay
